Bioassay records: PubChem, ICCB-Longwood Screening Facility, Harvard Medical School
Polio RdRp inh – inhibitors of poliovirus RNA polymerase binding and polymerization | poliovirus polymerase elongation, fluorescence polarization; hits give low values | P03300 | % elongation, % (compound at 16.7 µg/mL) | 150,000 tested, 0.66% active; in the data active = % elongation below about 90%; also: some results filed as inactive read as strong as hits
Target sequence (P03300 1749-2209 limits assumed): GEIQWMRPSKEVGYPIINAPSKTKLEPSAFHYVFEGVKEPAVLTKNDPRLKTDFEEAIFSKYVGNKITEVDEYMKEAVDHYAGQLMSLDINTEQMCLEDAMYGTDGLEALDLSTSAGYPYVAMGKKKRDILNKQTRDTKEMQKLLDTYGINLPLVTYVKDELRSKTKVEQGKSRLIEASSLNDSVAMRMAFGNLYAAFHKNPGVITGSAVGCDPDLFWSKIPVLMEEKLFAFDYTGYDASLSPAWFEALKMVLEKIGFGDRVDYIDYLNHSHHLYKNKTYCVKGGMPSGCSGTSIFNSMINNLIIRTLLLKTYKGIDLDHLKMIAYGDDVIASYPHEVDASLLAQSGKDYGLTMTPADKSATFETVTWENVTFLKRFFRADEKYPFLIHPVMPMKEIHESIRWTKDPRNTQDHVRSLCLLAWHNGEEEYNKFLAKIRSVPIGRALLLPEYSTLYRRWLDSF
Polio RdRp inh FP z-score – second read-out of Polio RdRp inh, no call of its own (marks repeat the call); z-score; measured here: FP z-score; hits read low
Numbers without * were called inactive; & = joins results of further samples. Only part of the results is shown (hit frequency here may not be typical).

Sample of the layout, 5 compounds:
SMILES,Polio RdRp inh,Polio RdRp inh FP z-score
COc1ccc(C=Nc2cccc(Cl)c2)cc1,105,0.7
Cc1ccc(CNC(=O)C(=O)Nc2c3c(nn2-c2ccccc2)CSC3)cc1,96,-1.8
Oc1c(C(c2ccccc2Cl)N2CCN(Cc3ccccc3)CC2)sc2nc(-c3ccco3)nn12 (stereo not drawn),108,0.5
Cc1cc(OC(=O)c2ccccc2Cl)n(CCC#N)n1,101,-0.5
O=c1oc2ccccc2o1,104,0.2

The whole of this part (from the top)
SMILES,Polio RdRp inh,Polio RdRp inh FP z-score
COc1ccc(C=Nc2cccc(Cl)c2)cc1,105,0.7
Cc1ccc(CNC(=O)C(=O)Nc2c3c(nn2-c2ccccc2)CSC3)cc1,96,-1.8
Oc1c(C(c2ccccc2Cl)N2CCN(Cc3ccccc3)CC2)sc2nc(-c3ccco3)nn12 (stereo not drawn),108,0.5
Cc1cc(OC(=O)c2ccccc2Cl)n(CCC#N)n1,101,-0.5
O=c1oc2ccccc2o1,104,0.2
Cc1cccc(NC(=O)CCS(=O)(=O)c2cccc3nsnc23)c1C,103,-0.4
CCCc1cc(=O)oc2cc(OC(C)C)c(Cl)cc12,104,1.3
CCn1c(C)cc2c(c1=O)C(c1cccc(OC)c1)C(C(=O)OC)=C(N)O2 (stereo not drawn),99,-1.2
CCn1c2ccccc2c2cc(N=Cc3cc(C)n(-c4cccc(S(=O)(=O)N5CCOCC5)c4)c3C)ccc21,112,1
CC(C)CC(c1nnnn1C1CCCC1)N1CCC(C(N)=O)CC1 (stereo not drawn),101,-0.4
CCc1ccc(N2C(=O)CS(=O)(=O)C23C(=O)N(Cc2ccccc2)c2ccccc23)cc1 (stereo not drawn),105,-0.3
COc1ccc(/C=C2\CC/C(=C\CC(C)C)C2=O)cc1Br,102,0.3
CCCN(CCC)CCCNC(=O)c1cc2c(=O)oc3ccc(C)cc3c2s1,98,-0.6
CN1C(=O)Cc2cc(S(=O)(=O)CCC(=O)Nc3ccc(F)c(Cl)c3)ccc21,110,0.3
CC(C)N(C(=O)CSc1cn(CC(=O)N2CCCCCC2)c2ccccc12)C(C)C,118,0.4
CC(C)(C)OC(=O)N1CCC(c2c(C(=O)N3CCN(Cc4ccccc4)CC3)cnn2-c2cccc(Cl)c2)CC1,103,-0.6
CC(=O)N1N=C(c2cccs2)CC1c1cccs1 (stereo not drawn),103,0.5
N#Cc1ccccc1N=Cc1ccc(Br)cc1,106,0.3
Cc1cccc(-n2c(CNC(=O)c3cccc(F)c3)nnc2SCC(=O)Nc2ccccc2F)c1,106,-0.3
Cc1ccc(S(=O)(=O)NC(=O)c2cc(C)n(-c3ccccc3)c2C)cc1,101,0
Cc1nnn(C23CC4CC(CC(C(=O)NCc5ccccc5)(C4)C2)C3)n1,100,-0.8
O=C(O)c1ccccc1Nc1ccccc1,101&100,0&0.1
CCCn1nnnc1NCc1ccc(C(C)C)cc1,104,0.1
CCOc1ccc(C(=O)Nc2nnc(S(=O)(=O)N(CC)c3ccccc3C)s2)cc1,115,1.6
COc1ccccc1CNC(=O)c1ccc2[nH]c(C)c(C)c2c1,109,1
Cc1ccccc1CSCCNC(=O)C1CCN(S(=O)(=O)Cc2ccccc2)CC1,103,-0.6
Cc1oc(-c2ccc(C(=O)NC3CC3)cc2)nc1COc1ccccc1,99,-1.5
Cc1nc(SCC(=O)O)c(C#N)cc1C(=O)Nc1ccccc1,105,0.3
CC(=O)OCC1OC(Oc2ccccc2)C(OC(C)=O)C(OC(C)=O)C1OC(C)=O (stereo not drawn),101,-0.1
O=C(Oc1c(-c2ccccc2)oc2ccccc2c1=O)c1cccnc1,99,-0.2
O=C(NCCc1ccccc1)c1ccc2c(c1)N(Cc1ccc(F)cc1)C(=O)c1ccccc1S2=O (stereo not drawn),102,0.2
COc1cc(OC)cc(C(=O)Nc2ccc3nc(N4CCCCC4)cc(C)c3c2)c1,105,0.1
O=C(CSc1nnc2n1CCCN2)c1cccs1,103,0.3
Cc1c(Nc2nc3ccccc3n3c(C)nnc23)cccc1C(=O)O,103,-0.6
CC(C)(C)N=Cc1cc(-c2ccccc2)sc1S,103,0.3
CCOc1cc2c(cc1OCC)C1C(C(=O)Nc3ccc4c(c3)OCO4)c3ccccc3C(=O)N1CC2 (stereo not drawn),101,0.2
Cc1cc(C)cc(-n2c(SCC(=O)N3CCC(C)CC3)nc3c([nH]c4ccccc43)c2=O)c1,104,-0.7
Cn1c(=O)n(-c2cccc(Cl)c2)c(=O)c2sc3ccccc3c21,106,0.1
COc1cc(Cc2cnc(N)nc2N)cc(OC)c1OC,100&100,-0.1&0.1
O=C(Cn1ncc2c([nH]c3ccccc32)c1=O)N1CCCCC1,103,0.1
Cc1ccc(SCC(=O)Nc2ccc3oc(-c4ccccc4F)nc3c2)cc1,110,0.2
Cc1nc2sccn2c1-c1csc(NCc2ccco2)n1,103,-0.1
O=S(=O)(NCc1ccccn1)c1ccccc1,100,-0.5
CCc1nn(CC(=O)Nc2c(C)cc(C)cc2C)c(=O)c2cc3sccc3n12,105,-0.4
O=C(COC(=O)c1ccc(Cl)s1)c1ccc2[nH]c(=O)[nH]c2c1,79*,-2.2*
FC(F)(F)c1nc(NCc2cccnc2)c2ccccc2n1,100,-0.7
COc1cc(CN2CCc3nc(N4CCN(c5ncccn5)CC4)ncc3C2)cc(OC)c1OC,96,-1.5
CCNC(=O)c1ccc2c(c1)N(C)CCS2,103,0.1
Cc1ccc(-n2c(=O)c3c(c4cc(C)ccc4n3C)n(Cc3ccc(F)cc3)c2=O)cc1,113,1.5
COc1ccc(OC)c(NS(=O)(=O)c2ccc3[nH]c4c(c3c2)CCCCC4)c1,110,0.4

The list goes on:
SMILES,Polio RdRp inh,Polio RdRp inh FP z-score
O=C(c1cnn2c(C(F)(F)F)cc(-c3ccccc3)nc12)N1CCCC1,104,1
Cc1ccc2nc(CN3CCN(S(=O)(=O)c4ccc(C(C)C)cc4)CC3)oc2c1,110,1
CCC(=O)Nc1ccccc1-c1nc2ccccc2n(CC(=O)Nc2ccccc2OC)c1=O,109,0.4
Cc1cc(C(=O)C(C)OC(=O)c2cccc(-n3cnnn3)c2)c(C)n1-c1ccccc1 (stereo not drawn),100,-0.4
Cc1ccc(NS(=O)(=O)c2ccc3c(c2)C(C(C)C)C(=O)N3)cc1C (stereo not drawn),103,0
CCc1ccc(CNC(=O)CN2C(=O)CSc3ncccc32)cc1,102,-0.3
O=c1[nH]c2ccccc2cc1CNc1ccccc1,103,0.3
CCOC(=O)/C(C#N)=C/c1ccc(N2CCCCC2)o1,82,-4.8
COc1cccc(C2c3c(-c4ccccc4O)n[nH]c3C(=O)N2Cc2cccnc2)c1 (stereo not drawn),110,0.7
O=C(COCc1cc(-c2ccco2)on1)Nc1cccc(O)c1,105,-0.6
Cc1ccc(C)n1-c1nnc(N2CCC(C(=O)NCc3ccc(F)cc3)CC2)s1,110,0.9
CN1CCSc2ccc(C(=O)NCCCN3CCCC3)cc21,100,-0.4
c1nc2nnnn2c2c1CCCC2,104,0.2
O=C(CSC1CCCCC1)Nc1cccnc1Cl,98,-0.6
CN1OC2C(=O)N(c3ccccc3)C(=O)C2C1c1ccc(F)cc1 (stereo not drawn),101,-0.2
OCCN1C[C@@H](O)[C@@H](O)C(O)C1CO (stereo partly drawn),99,0
CNC(=S)Nc1ccc(OC)cc1C,100,0.1
O=C(CSc1ccccc1Cl)c1cc2ccccc2o1,101,-0.1
Cc1ccc(CO/N=C/c2cccs2)cc1,110,1
CC1CCCCN1C(=O)CSc1nc2ccccc2n1-c1ccccc1 (stereo not drawn),99,-0.6

More records follow.
Structure,Polio RdRp inh,Polio RdRp inh FP z-score
O=C(C1CCN(S(=O)(=O)c2cccs2)CC1)N1CCN(c2ccccc2F)CC1,99,-0.6
CS(=O)(=O)c1nc(-c2ccc(Cl)cc2)n[nH]1,100,-0.3
COc1ccccc1Cn1nccc1N,101,-0.3
CC(=O)c1cccc(NC(=O)CSc2nc3c(c(=O)[nH]2)CCC3)c1,105,-0.3
Cn1c(C(=O)NCCCN2CCN(c3ccccc3F)CC2)cc2c(=O)[nH]c3ccccc3c21,98,-1
CN1C(=O)[C@]23CC4=CC=C[C@H](O)[C@H]4N2C(=O)[C@@]1(CO)SS3,101,0.2
CSc1ccc(-c2ccc(SC)cc2)cc1,103,0.3
CCS(=O)(=O)NCC(c1ccco1)N1CCN(c2ccccc2)CC1 (stereo not drawn),107,0
CSc1cccc(NC(=O)CC(c2cccs2)N2Cc3ccccc3C2=O)c1 (stereo not drawn),108,0.1
O=C(COc1ccccc1Cl)N1CCN(CCc2ccccn2)CC1,112,0.4
COc1cc(CO)c(Br)cc1O,100,-0.4
CN(C)c1nc(C23CC4CC(CC(C4)C2)C3)cs1,104,0.2
CC(C)CCNC(=O)C12CC3CC(CC(O)(C3)C1)C2,100,-0.5
O=C(NCc1cccnc1)c1c(O)c2cccc3c2n(c1=O)CC3,103,0.3
COC(=O)c1cnn2c3c(c(C)nc12)CCCC3,100,-0.6
CN(C)S(=O)(=O)c1cccc(-c2nnc3n2N=C(c2cccs2)CS3)c1,76*,-4*
COc1ccccc1/C=C/C(=O)Nc1sc2c(c1C(N)=O)CCC2,104,0.2
COc1cc(OC)c(OC)cc1CN1CCC(N2CCN(c3ccccc3OC)CC2)CC1,103,0.3
O=C(CSc1nc(Nc2ccccc2)c2ccccc2n1)c1ccc(Cl)cc1,103,-0.6
COc1cc(OC)cc(-c2nc3nc(C)c(CCC(=O)Nc4ccc(C)cc4)c(C)n3n2)c1,107,-0.1
COc1cccc(C2C(C#N)=C(N)Oc3n[nH]c(C(C)(C)C)c32)c1 (stereo not drawn),102,0
CCOC(=O)c1cnc2c(ccc3ccccc32)c1Nc1cccc(OC)c1,106,0.1
CC1=CC(C)C(C[N+]2(C)CCCCC2)C(C)C1 (stereo not drawn),101,0
CCSc1ncc(Cl)c(C(=O)Nc2ccc(S(=O)(=O)N3CC(C)OC(C)C3)cc2)n1 (stereo not drawn),102,-0.3
O=C(OCc1csc(-c2ccccc2)n1)c1ccc(S(=O)(=O)N2CCOCC2)cc1,103,0

Of the compounds above, these have a COOH group.
Structure,Polio RdRp inh,Polio RdRp inh FP z-score
O=C(O)c1ccccc1Nc1ccccc1,101&100,0&0.1
Cc1nc(SCC(=O)O)c(C#N)cc1C(=O)Nc1ccccc1,105,0.3
Cc1c(Nc2nc3ccccc3n3c(C)nnc23)cccc1C(=O)O,103,-0.6

Next section.
Structure,Polio RdRp inh,Polio RdRp inh FP z-score
O=C(NCn1cnccc1=O)c1ccccc1,104,0.3
Cc1nn(CC(=O)N(C)Cc2ccccc2)c(=O)c2nn(-c3ccccc3)c(C)c12,104,0.3
CCOC(=O)c1sc2ncn(CC(=O)OC)c(=O)c2c1C,106,0.4
CCOC(=O)C1CCN(C(=O)c2cc3ccccc3oc2=O)CC1,100,-0.9
CCC1CN(C(=O)N2CCC(C(=O)NCCC3=CCCCC3)CC2)c2ccccc2O1 (stereo not drawn),115,1.4
Cc1cc(F)c(F)cc1C(=O)N1CCN(C)CC1,102,0.1
Cc1ccc(NC(=O)c2ccc(NC3=NC4CS(=O)(=O)CC4S3)cc2)cc1F (stereo not drawn),99,-0.6
NNC(=O)CC1CCS(=O)(=O)C1 (stereo not drawn),101,-0.3
COC(=O)c1c(C)[nH]c(C(=O)C(C)Sc2nnc(N)s2)c1C (stereo not drawn),103,0.1
COCCN(Cc1cccs1)Cc1cc(=O)oc2ccc(OC)cc12,105,1.1
CCOC(=O)C1=C(C)NC(C)=C(C(=O)OCC)C1C(=O)OCn1nnc2ccccc2c1=O,97,-0.3
CCC(C)c1ccc(C(=O)COc2ccc(-c3nnco3)cc2)cc1 (stereo not drawn),104,0.2
Cc1ccc(Cn2c(=O)n(CC3CCC(C(=O)N4CCOCC4)CC3)c(=O)c3sccc32)cc1 (stereo not drawn),105,-0.3

In another format: entries from further up.
CCOC(=O)c1sc2ncn(CC(=O)OC)c(=O)c2c1C
  Polio RdRp inh: 106	Polio RdRp inh FP z-score: 0.4

CCOC(=O)C1CCN(C(=O)c2cc3ccccc3oc2=O)CC1
  Polio RdRp inh: 100	Polio RdRp inh FP z-score: -0.9

CCC1CN(C(=O)N2CCC(C(=O)NCCC3=CCCCC3)CC2)c2ccccc2O1 (stereo not drawn)
  Polio RdRp inh: 115	Polio RdRp inh FP z-score: 1.4

Cc1cc(F)c(F)cc1C(=O)N1CCN(C)CC1
  Polio RdRp inh: 102	Polio RdRp inh FP z-score: 0.1

Two compounds drawn at random from those above, as already listed:
Structure,Polio RdRp inh,Polio RdRp inh FP z-score
CCC1CN(C(=O)N2CCC(C(=O)NCCC3=CCCCC3)CC2)c2ccccc2O1 (stereo not drawn),115,1.4
COCCN(Cc1cccs1)Cc1cc(=O)oc2ccc(OC)cc12,105,1.1
